ZTA DNA inh – blocks Epstein-Barr virus ZTA, an EBNA-1 counter-screen. AID 2234. 0.15% of 320,000 active. inhibition, % at 11 µM. P03206. ZTA-DNA binding, fluorescence polarization; in the data active means inhibition above about 33%
Target sequence (P03206 whole entry, looked up): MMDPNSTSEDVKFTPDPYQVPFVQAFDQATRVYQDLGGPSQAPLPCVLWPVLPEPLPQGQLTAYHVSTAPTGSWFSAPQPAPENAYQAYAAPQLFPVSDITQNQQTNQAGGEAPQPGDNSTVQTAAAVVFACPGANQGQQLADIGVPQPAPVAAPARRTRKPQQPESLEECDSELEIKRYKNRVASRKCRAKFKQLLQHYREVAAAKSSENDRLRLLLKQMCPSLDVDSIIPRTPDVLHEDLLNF
CR mimetic SO – reduction of superoxide in aged yeast, primary screen, HTS; S. cerevisiae aged cells, superoxide DHE fluorescence; active compounds read low; superoxide response (% of plate mean), % at 10 µM; 0.18% of 330,000 active; AID 2690, 2010;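 active means superoxide response under a set limit, about three screen SD below normal, cut at about 65% in these data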;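 further: yeast aged for seven days with compound at 30 °C before DHE staining; 100% = average MFI of all compound-treated wells on the plate with controls excluded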
EBNA-1 inhibitor – EBNA-1 DNA-binding inhibitors, primary screen, biochemical, fluorescence polarization; AID 1950, 2009; 0.34% of 300,000 active; inhibition, % at 14.8 µM; in the data active means inhibition above about 28%
GLD-1 TGE inh – GLD-1/TGE RNA complex disruptors, primary screen, biochemical, fluorescence polarization; purified GLD-1 + fluorescein TGE RNA; AID 2280, 2010; 0.44% of 320,000 active; inhibition, % at 5.96 µM;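 active means percent inhibition above a per-plate cutoff, the plate mean of test compounds plus 3 SD, cut at about 30% in these data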;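 further: 0% = DMSO wells with GLD-1 and probe and 100% = wells lacking GLD-1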
Efflux pump mplx – inhibitors of Candida efflux pumps in yeast, primary screen, S. cerevisiae, Nile Red, multiplex; S. cerevisiae Candida pump triplex; inhibition, % at 10 µM; 0.44% of 330,000 active;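 active means plate passing quality check with inhibition over a set limit, or well fluorescence over plate mean plus 4 SD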;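 further: Nile Red retained in pooled yeast measured as flow cytometry median fluorescence; 0% = buffer negative control and 100% = Enniatin B positive control; higher means more Nile Red kept so more efflux inhibition; some compounds called inactive have numbers as strong as hits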
Fam108B inh – mouse Fam108B serine hydrolase inhibitors, primary screen, counter-screen for RBBP9 inhibitor project, biochemical, fluorescence polarization; recombinant Fam108B, FP-Rh probe fluorescence polarization; inhibition, % at 9.51 µM; 0.33% of 300,000 active; AID 1947, 2009;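 active means inhibition above the screen mean inhibition plus 3 SD, computed separately per campaign, cut at about 18% in these data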;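 further: inhibitors lower polarization as less probe binds the enzyme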
BCLXL inh – inhibitors of human Bcl-xL, primary screen, biochemical, fluorescence polarization, HTS | GST-Bcl-xL / FITC-Bim BH3 peptide fluorescence polarization | inhibition, % at 10.9 µM | 0.7% of 320,000 active;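 active means inhibition above the mean of all tested compounds plus 3 SD, cutoff set per campaign, cut at about 30% in these data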;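 further: 0% = DMSO wells and 100% = unlabeled Bim-BH3 peptide competitor; inhibitors lower millipolarization by displacing the labeled peptide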
MEX-5 binding – MEX-5 zinc finger RNA-binding disruptors – biochemical, C. elegans, fluorescence polarization, MLPCN library, primary screen; MEX-5/FITC-TCR2 RNA binding; active compounds read low; 0.38% of 300,000 active; activity score (negative = inhibition of binding), % at 10 µM;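 active means inhibition past about -25% in most replicates, and total fluorescence under double the plate's negative control median, limit read from the data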;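 further: 0% = DMSO and -100% = 5 µM competing unlabeled TCR2 RNA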
Target sequence (Q9XUB2 whole entry, looked up): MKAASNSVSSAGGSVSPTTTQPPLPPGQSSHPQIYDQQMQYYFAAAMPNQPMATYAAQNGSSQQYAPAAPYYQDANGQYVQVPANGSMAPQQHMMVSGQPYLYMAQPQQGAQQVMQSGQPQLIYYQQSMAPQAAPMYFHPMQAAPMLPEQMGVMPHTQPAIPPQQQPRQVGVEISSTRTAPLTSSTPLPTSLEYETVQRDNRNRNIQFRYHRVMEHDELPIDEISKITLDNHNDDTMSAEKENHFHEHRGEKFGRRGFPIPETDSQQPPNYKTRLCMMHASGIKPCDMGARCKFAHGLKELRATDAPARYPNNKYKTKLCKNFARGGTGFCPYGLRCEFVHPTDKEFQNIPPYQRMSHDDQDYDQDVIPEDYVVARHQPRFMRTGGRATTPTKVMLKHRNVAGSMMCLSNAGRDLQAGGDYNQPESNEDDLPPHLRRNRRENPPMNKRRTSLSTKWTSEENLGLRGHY
MCL1-BIM inh – inhibitors of MCL1 binding to BIM-BH3, primary screen, biochemical, fluorescence polarization | Induced myeloid leukemia cell differentiation protein Mcl-1 (Homo sapiens), Q07820 | GST-MCL1 / FITC-Bim-BH3 fluorescence polarization | inhibition, % at 10.9 µM | 0.68% of 320,000 active;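 active means inhibition above the mean inhibition of all tested compounds plus 3 SD, set per campaign, cut at about 40% in these data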;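 further: 0% = DMSO wells and 100% = unlabeled Bim-BH3 peptide control; higher means more loss of mP so more displacement of Bim peptide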
Target sequence (Q07820 whole entry, looked up): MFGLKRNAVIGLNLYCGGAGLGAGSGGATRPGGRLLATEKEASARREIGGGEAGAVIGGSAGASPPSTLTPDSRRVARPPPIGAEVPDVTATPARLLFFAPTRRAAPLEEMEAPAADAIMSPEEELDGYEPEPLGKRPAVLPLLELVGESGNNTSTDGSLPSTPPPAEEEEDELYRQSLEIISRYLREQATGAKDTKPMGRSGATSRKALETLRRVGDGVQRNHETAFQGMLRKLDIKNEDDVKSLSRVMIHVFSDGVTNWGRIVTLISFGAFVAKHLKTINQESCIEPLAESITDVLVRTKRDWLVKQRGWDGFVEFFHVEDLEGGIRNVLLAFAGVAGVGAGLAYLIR
* hit, by the source's call; i = inactive; nt = no result given.

SMILES | ZTA DNA inh | CR mimetic SO | EBNA-1 inhibitor | GLD-1 TGE inh | Efflux pump mplx | Fam108B inh | BCLXL inh | MEX-5 binding | MCL1-BIM inh
Cc1cccc(N(CC(=O)NCc2ccco2)C(=O)CCC(=O)Nc2nccs2)c1 | -8 | 80 | -26 | 4 | 0.0 | -2 | -3 | 0.2 | 4
O=C(OC[C@@H]1CCCN2CCCC[C@H]12)c1cc2ccccc2oc1=O | -13 | 95 | -3 | -5 | 0.0 | 3 | 2 | -1.7 | 10
Cc1cc(=O)[nH]c(N/N=C/C=C/c2ccccc2)n1 | 15 | 109 | 2 | -1 | -0.1 | 2 | -3 | -11 | 6
CCOC(=O)C1CCCN(C(=O)c2ccc(-c3ccc([N+](=O)[O-])cc3)o2)C1 (stereo not drawn) | -1 | 112 | -13 | 0 | 0.4 | -1 | 2 | -1.1 | 5
CCOC(=O)c1c(C)[nH]c(C=Nc2ccc(OC)cc2)c1O | 14 | 96 | 5 | 5 | -0.1 | 3 | 10 | -2.3 | 10
COc1cc(NC(=O)C2CCN(S(=O)(=O)c3ccc4[nH]c(=O)oc4c3)CC2)cc(OC)c1 | -12 | 107 | 2 | 9 | -0.1 | -1 | 9 | 1.7 | 4
Cc1cccc(-c2nc(CSCC(=O)N3CCN(Cc4ccc5c(c4)OCO5)CC3)c(C)o2)c1 | 1 | 89 | 0 | 4 | 0.0 | 3 | 3 | -2.1 | 1
O=C(C1COc2ccccc2O1)N1CCN(c2nc3c(F)cc(F)cc3s2)CC1 (stereo not drawn) | -7 | 103 | -16 | 1 | 0.0 | -2 | 1 | -0.4 | -3
CCOC(=O)C1CCCN(S(=O)(=O)c2ccccc2)C1 (stereo not drawn) | -5 | 101 | 3 | 7 | 0.0 | -2 | 5 | 1.1 | -8
C[C@]12C[C@H](O)[C@@H]3c4ccc(O)cc4CCC3[C@@H]1CCC2=O (stereo partly drawn) | 1 | 103 | -8 | 3 | -0.1 | 0 | 6 | 0.3 | 7
CCOC(=O)c1ccc(NC(=O)CN2CCc3ccccc3C2)cc1 | -18 | 97 | 6 | 1 | 0.0 | 2 | 5 | -0.2 | 5
CCc1nnc(NC(=O)C(CC)c2ccccc2)s1 (stereo not drawn) | -9 | 96 | -3 | 0 | 0.7 | 8 | 1 | 0.1 | -6
COc1ccc(C)cc1NC(=O)CCc1ccc(S(=O)(=O)N2CCOCC2)cc1 | 5 | 82 | nt | 4 | -0.1 | nt | 5 | nt | 7
COc1ccc(/C=C2\NC(=O)C(C=NCc3ccccc3)=C2O)cc1 | 8 | 96 | 12 | 4 | 0.7 | 3 | 5 | nt | 8
COc1ccc2nc(N(Cc3ccccc3)C(=O)CCNC(C)=O)sc2c1 | -5 | 104 | -8 | 8 | 0.0 | -1 | 2 | -0.6 | 10

Among those listed so far, these contain an NH in an aromatic ring.
SMILES | ZTA DNA inh | CR mimetic SO | EBNA-1 inhibitor | GLD-1 TGE inh | Efflux pump mplx | Fam108B inh | BCLXL inh | MEX-5 binding | MCL1-BIM inh
Cc1cc(=O)[nH]c(N/N=C/C=C/c2ccccc2)n1 | 15 | 109 | 2 | -1 | -0.1 | 2 | -3 | -11 | 6
CCOC(=O)c1c(C)[nH]c(C=Nc2ccc(OC)cc2)c1O | 14 | 96 | 5 | 5 | -0.1 | 3 | 10 | -2.3 | 10
COc1cc(NC(=O)C2CCN(S(=O)(=O)c3ccc4[nH]c(=O)oc4c3)CC2)cc(OC)c1 | -12 | 107 | 2 | 9 | -0.1 | -1 | 9 | 1.7 | 4

The results go on:
SMILES | ZTA DNA inh | CR mimetic SO | EBNA-1 inhibitor | GLD-1 TGE inh | Efflux pump mplx | Fam108B inh | BCLXL inh | MEX-5 binding | MCL1-BIM inh
COc1ccc(NCc2nnc(SCC(=O)Nc3ccccc3)n2C)cc1 | 2 | 81 | -5 | 2 | 0.0 | 0 | 1 | -4.9 | 6
Cn1c(=O)c(=O)n(C)c2cc(S(=O)(=O)CCC(=O)NCc3ccccc3)ccc21 | 4 | 126 | -2 | 1 | 0.2 | -1 | 1 | 2.3 | 2
CCOC(=O)c1cc(NC(=O)N(C(C)C)C(C)C)c(C)nc1C | -6 | i | -5 | 3 | -0.4 | 2 | 0 | 1.9 | 4
CCc1ccc(OCC(O)CN2CCN(CCO)CC2)cc1 (stereo not drawn) | -5 | 97 | -8 | -3 | 0.0 | 1 | 4 | 0.3 | -5
NS(=O)(=O)c1cccc(NC(=O)c2ccc3nc[nH]c3c2)c1 | -13 | 95 | -8 | -2 | -1.6 | 1 | 19 | 11 | 17
O=C(Nc1ccc(F)cc1)c1cc(S(=O)(=O)N2CCCCC2)ccc1F | -10 | 114 | -2 | 8 | 0.0 | 5 | 6 | 0.6 | 3
Cc1noc(C)c1S(=O)(=O)N1CCC(C(=O)N(C)Cc2ccccc2)CC1 | -24 | 111 | 3 | -3 | 0.1 | 4 | 0 | -0.7 | 4
CCC1=C2CC[C@H]3C(=O)N(CC)C(=O)[C@H]3[C@H]2[C@@]2(Cc3ccccc3)C(=O)N(Cc3ccccc3)C(=O)N2C1=O | 4 | 97 | 3 | 1 | -0.1 | 1 | 8 | 2.3 | 9
Cc1ccc(S(=O)(=O)N2CCC(C(=O)OCc3ccc([N+](=O)[O-])cc3)CC2)cc1 | 10 | 100 | 7 | 4 | 0.2 | 4 | 5 | -0.5 | -4
COc1nc(N=C(N)N)nc2ccc(C)cc12 | 7 | 93 | 1 | -13 | -0.2 | 6 | -1 | 4.1 | -6
COc1cccc(S(=O)(=O)NCC(=O)N2CCCC2)c1 | -3 | 107 | 1 | -8 | 0.3 | 0 | 0 | 0.7 | -2
CCCSc1nsc(NC(=O)CCC)n1 | -3 | 79 | -5 | 10 | -0.1 | -2 | 2 | 0.8 | 3
CC1(C)Cc2ccccc2-c2nnc(SCC(=O)N3CCN(c4ccccc4)CC3)n21 | -7 | 128 | 2 | 0 | 0.1 | 3 | -3 | 0.2 | -2
CSc1oc(-c2ccco2)nc1S(=O)(=O)c1ccc(Br)cc1 | -14 | 86 | -8 | -3 | -0.1 | -2 | 2 | -0.9 | -4
Brc1ccccc1OCCCOc1cccc2cccnc12 | 17 | 92 | 8 | 1 | 0.0 | -8 | 2 | 0.7 | -2
C=CCc1ccccc1OCC(O)Cn1ccnc1C (stereo not drawn) | -8 | 98 | -5 | -5 | -0.3 | -3 | 0 | -1.1 | -4
COc1ccc(/C=C/C(=O)OCCNC(=O)c2ccncc2)cc1OC | -16 | 88 | -1 | 6 | -0.1 | 0 | 5 | 2.5 | 6
COc1ccc(C(C)=O)cc1CSc1nnc2c(Cl)cc(Cl)cn12 | -4 | 78 | 4 | 3 | -0.2 | 2 | 0 | 0.4 | -2
CC1CCN(c2nc3ccc(C(=O)N4CCN(Cc5ccccc5)CC4)cc3s2)CC1 | -9 | 98 | 2 | -6 | -0.1 | 0 | 1 | -0.1 | -4
CS(=O)(=O)c1ccc2nc(NC(=O)c3cccc(Cl)c3)sc2c1 | 12 | 99 | 7 | 3 | 0.0 | 0 | 6 | 2.9 | 2
COCCNC(=S)Nc1ccc(S(=O)(=O)Nc2cnc3ccccc3n2)cc1 | 7 | 101 | -6 | 4 | 0.0 | 1 | 5 | -0.3 | -2
O=C(NCc1ccccn1)c1ccco1 | 5 | 91 | -5 | 12 | 0.1 | 2 | 17 | -0.3 | 23
COc1cc(/C=N/NC(=O)C(=O)NCc2ccco2)cc(Cl)c1O | 1 | 104 | 3 | 0 | 0.0 | 2 | 0 | -3.4 | 4
Cc1cc(Cl)n2nc(C)c(-c3ccc(Cl)cc3)c2n1 | 10 | 103 | 5 | 4 | 0.1 | -3 | 0 | nt | 5
COc1ccccc1N(CC(=O)NCCC1=CCCCC1)S(=O)(=O)c1ccccc1 | -12 | 97 | -14 | 3 | 0.0 | -1 | 4 | 0.0 | 6
Cc1ccc(C)c(NC(=O)c2cc[n+](C)cc2)c1 | 3 | 103 | -3 | -1 | -0.1 | 3 | -6 | -2.0 | -19
O=C(CSc1ccc(F)cc1)Nc1nnc(-c2ccco2)o1 | -17 | 88 | -1 | 4 | -0.1 | 4 | -8 | 0.0 | -9
O=C(CCC1COc2ccccc2O1)N1CCCC1 (stereo not drawn) | -8 | 102 | -16 | 8 | 0.1 | 1 | 0 | 3.1 | 4
O=C(Nc1ccc(S(=O)(=O)Nc2nccs2)cc1)c1nn(-c2ccc(F)cc2)ccc1=O | -1 | 98 | -12 | -4 | 0.1 | 3 | 12 | -0.8 | 39
COc1cc(OC)cc(C(=O)Nc2ccn(C)n2)c1 | -2 | 98 | nt | 3 | -0.1 | nt | 4 | nt | 0
Cc1nnc(N/N=C/c2ccc([N+](=O)[O-])cc2)n1N | 2 | 104 | 6 | 3 | -0.1 | 3 | 0 | 0.2 | -2
CCSc1nc(-c2ccccc2)nc(C(Cl)Cl)n1 | -12 | 86 | -4 | -1 | -0.4 | 5 | 2 | 2.2 | -1
Cc1cccc(OCCCC(=O)Nc2ccc(Cl)c(S(=O)(=O)N3CCOCC3)c2)c1 | 5 | 86 | nt | -1 | 0.0 | nt | 1 | nt | 2
Cc1nc2c(C(=O)N3CCN(C)CC3)cnn2c(C)c1Cc1ccc(Cl)cc1 | -5 | 83 | 1 | 2 | -0.1 | 2 | 4 | -0.7 | 2
OC(c1ccc2c(c1)OCO2)c1nccc2ccccc12 (stereo not drawn) | -11 | 125 | -5 | 5 | -0.3 | -2 | 5 | -0.2 | 13
C=CCOC(=O)c1sc(NC(=O)c2ccco2)nc1C | 7 | 85 | -7 | -7 | -0.3 | -1 | 4 | -1.2 | -1
Cc1ccc(COn2c(-c3ccc(Cl)cc3Cl)nc3ncccc32)cc1 | 21 | 122 | 3 | -2 | 0.0 | 2 | 6 | -0.4 | 3
O=C(/C=C\c1ccccc1)NCC(=O)N/N=C/c1ccc(O)cc1O | 6 | 110 | -5 | 0 | 0.7 | 0 | 8 | 0.5 | 13
COc1ccccc1NC(=O)c1ccc2nsnc2c1 | -1 | 95 | 6 | 6 | 0.0 | 5 | 6 | -4.6 | 3
CC1Sc2ccc(S(=O)(=O)CCC(=O)Nc3ccc(C(C)C)cc3)cc2NC1=O (stereo not drawn) | 16 | 116 | 10 | 1 | -0.1 | -3 | 4 | 1.3 | -3
N#CC1=C(N)Oc2c(oc(CO)cc2=O)C1c1cccs1 (stereo not drawn) | 10 | 105 | 5 | 9 | 0.1 | 2 | 1 | -4.1 | 6
CCN(CC)CCN1C(=O)C2C(C(=O)Nc3ccc(C(C)C)cc3)C3C=CC2(O3)C1C(=O)NC1CCCCC1 (stereo not drawn) | 5 | 104 | 6 | -4 | -0.2 | 0 | 8 | 0.6 | 3
Cc1cccc(NCc2nc(SCC(=O)Nc3ccccc3Br)n[nH]2)c1 | 5 | 90 | -2 | -1 | 0.0 | -1 | 6 | 0.6 | 11
Cc1scc(C(=O)N/N=C/c2ccc([N+](=O)[O-])o2)c1C | -4 | 115 | 8 | 1 | -0.2 | -1 | 7 | -3.1 | 12
O=C(c1ccc(F)cc1)N1CCN(c2ccc([N+](=O)[O-])cc2-n2cccc2)CC1 | -11 | 81 | -5 | 1 | 0.1 | 1 | 4 | -0.1 | 7
COc1ccc(/C=C2/C(=O)N(c3ccccc3)N=C2C)cc1Br | 24 | 99 | 20 | 7 | -0.2 | 4 | 0 | 1.5 | -2
O=C(O)c1ccc2cc(-c3ccccc3)[nH]c2c1 | -2 | 121 | 4 | 7 | 0.1 | 5 | 6 | -1.1 | -2

Hits appear at their usual frequency; overall some 2.3% were active at least once.
